dFosB act – enhances mouse delta FosB homodimer DNA binding; purified delta FosB, TAMRA-CDK5 oligo fluorescence polarization; percent of positive-control signal above neutral wells; activation, % at 25 µM; 340,000 compounds, 0.99% hits;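 active means mean activation above about 17%, with every replicate also reaching it, limit read from the data, passing the limit was not always enough; inconclusive means only one of the two conditions met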;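 further: fluorescence polarization rise as delta FosB binds a TAMRA Cdk5 AP-1 oligo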
Target sequence (P13346 whole entry, looked up): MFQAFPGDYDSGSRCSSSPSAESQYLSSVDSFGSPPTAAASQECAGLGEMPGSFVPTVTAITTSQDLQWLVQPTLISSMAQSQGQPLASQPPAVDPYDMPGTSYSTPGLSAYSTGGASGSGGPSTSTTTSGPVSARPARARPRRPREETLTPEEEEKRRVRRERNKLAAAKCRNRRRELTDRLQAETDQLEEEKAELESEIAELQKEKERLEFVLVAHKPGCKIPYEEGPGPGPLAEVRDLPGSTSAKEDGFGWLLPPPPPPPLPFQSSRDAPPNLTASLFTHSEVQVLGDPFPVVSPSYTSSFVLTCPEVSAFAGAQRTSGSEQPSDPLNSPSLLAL
V-ATPase pHluor – yeast V-ATPase proton transport regulation by pHLuorin. AID 504577. S. cerevisiae, pHLuorin cytosolic pH fluorescence. 350,000 compounds, 0.37% hits. response, % at 10 µM; in the data active means response mostly above about 7.3%, no sharp cut-off; inactive means mostly below about 5.4%; further: actives read high; inactives centre near 0; some compounds called inactive have numbers as strong as hits; reference of the scale not given here
SR-BI DiI inh – blocks mouse SR-BI lipid uptake from DiI-HDL | ldlA[mSR-BI] CHO cells, DiI-HDL uptake fluorescence, 3 h | 320,000 compounds, 0.96% hits | inhibition, % at 12.5 µM | Q61009;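 active means mean replicate inhibition of at least 70% and a set share of replicates each scoring 70 or more; inconclusive means meets just one of the two criteria; inactive means fails both criteria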;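 further: 0% = median of neutral control wells and 100% = median of positive control wells; values of inactives mirror those of a sister screen read the other way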
Target sequence (Q61009 whole entry, looked up): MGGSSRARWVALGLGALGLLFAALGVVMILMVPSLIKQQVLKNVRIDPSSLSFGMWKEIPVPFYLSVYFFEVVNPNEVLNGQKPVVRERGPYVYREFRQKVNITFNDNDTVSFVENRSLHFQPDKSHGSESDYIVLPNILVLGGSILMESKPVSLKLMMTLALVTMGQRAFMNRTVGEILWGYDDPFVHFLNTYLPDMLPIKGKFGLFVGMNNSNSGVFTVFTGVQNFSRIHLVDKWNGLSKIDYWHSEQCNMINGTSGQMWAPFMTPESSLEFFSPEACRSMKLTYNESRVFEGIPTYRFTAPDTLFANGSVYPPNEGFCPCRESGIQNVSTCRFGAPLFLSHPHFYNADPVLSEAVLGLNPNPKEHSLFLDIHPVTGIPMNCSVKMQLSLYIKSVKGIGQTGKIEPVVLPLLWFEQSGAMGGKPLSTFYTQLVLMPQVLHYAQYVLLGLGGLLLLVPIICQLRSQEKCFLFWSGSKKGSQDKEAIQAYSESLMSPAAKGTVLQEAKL
PvdQ inh – blocks Pseudomonas aeruginosa PvdQ acylase activity | inhibition, % at 10 µM | 340,000 compounds, 0.063% hits | purified PvdQ acylase, fluorescence plate reader; in the data active means inhibition above about 30%, passing the limit was not always enough; inconclusive means no clear call, values can overlap the other calls;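 further: 0% = vehicle neutral wells and 100% = reference inhibitor wells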
Wnt bcat act – activates Wnt/beta-catenin signaling in a reporter cell assay | activator, plate reader | AID 743398 | 300,000 compounds, 1.2% hits | activation, % at 9.35 µM; in the data active means activation above about 30%, passing the limit was not always enough; inconclusive means no clear call, values can overlap the other calls;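 further: 0% = neutral control wells and 100% = positive control wells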
HTR5A ag – counter-screen for OPRM1-OPRD1 agonists: human HTR5A agonism; 340,000 compounds, 0.61% hits; P47898; HTR5A agonist assay, luminescence, cell-based; activation, % at 9.3 µM; in the data active means activation mostly above about 9.5%, no sharp cut-off; inactive means mostly below about 7.6%;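 further: 0% = cells with vehicle only and 100% = reference agonist; strong numbers were not always called active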
NSD2 inh – NSD2 (human) methyltransferase inhibition; 310,000 compounds, 0.54% hits; inhibition, % at 12.5 µM; NSD2 peptide methylation, AlphaScreen, 120 min; AID 743445; in the data active means inhibition above about 50%
MITF TRPM1 HTS – activators of MITF-driven TRPM1 promoter activity in SK-MEL-5 cells. SK-MEL-5 TRPM1-promoter luciferase, 24 h; % of positive control, neutral wells = 0. AID 588334. activation, % at 12.5 µM. 300,000 compounds, 0.75% hits;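 active means mean activation of at least 80% with every replicate also reaching 80%; inconclusive means mean reaches 80% but some replicate falls short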;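 further: 0% = neutral control wells and 100% = parthenolide positive control wells; values of inactives mirror those of a sister screen read the other way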
CDK5 p35 inh – CDK5/p35 (human) kinase inhibition. Q00535+Q15078. Recombinant CDK5/p35, ADP-Glo luminescence, 60 min. inhibition, % at 10 µM. 330,000 compounds, 0.01% hits. AID 488839;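 active means highest replicate inhibition of at least 50% and at least 75% of replicates reaching 50%; inconclusive means only one of the two criteria met; inactive means both criteria failed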;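 further: plate controls were DMSO neutral control for no effect and GW8510 at 10 µM for full effect; many of its hits are not listed in these tables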
HTR5A inv ag – HTR5A inverse agonism, opioid heterodimer counter-screen; HTR5A cell line, luminescence; inhibition, % at 9.3 µM; 340,000 compounds, 0.083% hits; in the data active means inhibition mostly above about 23%, no sharp cut-off; inactive means mostly below about 18%;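 further: 0% = cells with DMSO and 100% = no-cell wells with DMSO; some compounds called inactive have numbers as strong as hits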
The depositor's hits bear a star; ? = inconclusive; / = no result given.

SMILES	dFosB act	V-ATPase pHluor	SR-BI DiI inh	PvdQ inh	Wnt bcat act	HTR5A ag	NSD2 inh	MITF TRPM1 HTS	CDK5 p35 inh	HTR5A inv ag
Cc1[nH]c(=O)c(C#N)c(C)c1Cc1ccc(Cl)cc1Cl	-1	-4	10	-13	-3	4	-3	-4	1.0	-11
COc1ccc(C(=O)NNC(=O)Cc2ccc([N+](=O)[O-])cc2)cc1	8	0	-14	2	/	-1	-2	2	1.5	5
CC(C)Cc1cc(CN2CCCC(CO)(Cc3cccc(Cl)c3)C2)[nH]n1 (centres undefined)	-13	2	7	-7	2	3	-2	5	-8.4	-9
CCNC(=O)CN(C1CCCCC1)S(=O)(=O)c1ccc(F)cc1	-1	5	-1	-6	-2	4	1	/	-0.2	-1
CCN(CC)S(=O)(=O)c1cccc(NC(=O)COC(=O)CCC(=O)c2ccc(F)cc2)c1	-5	-2	-6	-8	-4	0	0	-18	0.7	-12
Cc1ccc(S(=O)(=O)N2CCN(C(C)CC(=O)O)CC2)cc1 (centres undefined)	-2	-1	-1	-7	-1	-3	-1	13	-2.6	-27
COCC(=O)Nc1ccc([N+](=O)[O-])cc1C	3	-1	-11	-12	-2	-3	-2	7	-1.7	9
CCCc1nc(N2CCN(S(=O)(=O)c3ccc(Cl)cc3)CC2)c2c(C)c(C)sc2n1	-13	2	8	-7	0	-5	1	-5	1.0	14
O=C(Nc1nncs1)c1cc(S(=O)(=O)N2CCCCC2)ccc1Cl	-1	2	-21	-14	-2	-7	-3	13	-0.2	-8
CN(C)S(=O)(=O)c1ccc(C(=O)Nc2nnc(SCc3cccc(F)c3)s2)cc1	-4	-5	-9	8	2	1	-2	7	1.4	-4
COc1ccc(-c2ccc(CCC(=O)O)n2CC(C)C)cc1	0	1	2	2	/	-6	1	4	3.1	-8
O=C1N[C@H](Cc2ccccc2)CO1	2	-2	-8	-5	-1	-1	/	-2	-0.1	-27
COc1ccc(S(=O)(=O)N2CCOCC2)cc1Br	1	0	-1	9	1	1	-4	2	-2.3	0
COc1ccc(-n2c(SCC(=O)Nc3ccc(C(=O)O)cc3)nnc2-c2cccs2)cc1	-2	7	-6	0	-3	1	5	/	-1.5	-5
O=C(CCS(=O)(=O)Cc1ccccc1)N1CCN(c2ccc([N+](=O)[O-])cc2)CC1	-6	-1	16	-6	-1	2	-1	-8	-1.2	-5
O=C(CN1C(=O)CSc2ccccc21)NC1CCCC1	1	0	-13	-17	-2	-1	-2	4	0.7	-16
C=CCNc1nc(-c2cccc(OC)c2O)nc2ccccc12	3	-1	76*	5	/	4	0	2	3.9	-39
COc1cccc(N2CCN(c3ccc4nnc(CCC(=O)N5CCC(C)CC5)n4n3)CC2)c1	-3	3	3	-14	-3	1	5	5	0.4	-2
O=C(NC(=S)Nc1cccc(Cl)c1N1CCCC1)c1ccc(-c2cccc([N+](=O)[O-])c2)o1	-2	-1	-27	-1	-4	-1	-1	-1	-0.8	-20
COCCNC(=O)c1ccccc1NC(=O)CCSc1ccccc1	-4	-4	-3	6	-1	-5	-4	-8	1.1	14
S=c1[nH]nc(C2CCCCC2)n1/N=C/c1ccncc1	2	1	-8	0	-25	-2	-2	1	0.5	7
COc1ccc(C(C)(C)NC(=O)C2CCC(=O)N(C3CCCC3)C2)cc1OC (centres undefined)	-2	2	-4	-9	-1	2	-2	-6	0.8	19
O=C(Nc1ccccc1F)c1cnccn1	6	0	-17	-17	2	-2	-2	15	0.5	8
CN(C)CCNc1c(N)c(=O)oc2ccccc12	6	-2	-13	-1	-1	3	0	-21	-1.8	-7
CN(CC(=O)N1CCCCCC1)S(=O)(=O)c1cccc2cccnc12	-1	6	-2	-11	-3	3	/	-2	-0.7	-8

The list goes on, overlapping the part above by two compounds.
SMILES	dFosB act	V-ATPase pHluor	SR-BI DiI inh	PvdQ inh	Wnt bcat act	HTR5A ag	NSD2 inh	MITF TRPM1 HTS	CDK5 p35 inh	HTR5A inv ag
CN(C)CCNc1c(N)c(=O)oc2ccccc12	6	-2	-13	-1	-1	3	0	-21	-1.8	-7
CN(CC(=O)N1CCCCCC1)S(=O)(=O)c1cccc2cccnc12	-1	6	-2	-11	-3	3	/	-2	-0.7	-8
COc1cc2c(cc1NC(=O)C(C)OC(=O)C1CC(=O)N(Cc3ccco3)C1)oc1ccccc12 (centres undefined)	1	0	70	3	/	3	1	7	1.9	2
Cc1c(C)c2ccc(O)c(CN3CCCC3)c2oc1=O	0	7	-9	-8	0	2	-2	21	-1.6	-8
COc1cc(/C=N\NC(=O)c2ccc(C)nc2)ccc1OC(=O)c1ccc2c(c1)OCO2	139*	-3	36	-11	-4	-1	-2	-2	0.8	15
CCOC(=O)CCNC(=O)CCNC(=O)C(c1ccccc1)c1ccccc1	4	1	-15	-14	-1	1	17	-10	-1.6	10
COc1cccc(C(=O)O[C@H]2[C@H](Cc3ccccc3)NS(=O)(=O)[C@H]3C[C@@H]4C=C[C@]23O4)c1	3	-6	-7	11	-8	5	/	2	-1.8	-3
CC(Oc1ccc(Cl)cc1)c1ccnn1S(=O)(=O)c1ccc(Cl)cc1 (centres undefined)	-12	1	-8	-13	-2	-1	/	/	0.3	-3
Cc1ncsc1C(=O)N1CCCC(CNS(=O)(=O)c2cccs2)C1 (centres undefined)	-6	-3	-7	9	1	2	-2	3	1.7	31
COc1ccc(NC(=O)COC(=O)CNS(=O)(=O)c2ccc(C)cc2)c(OC)c1	3	1	0	4	-7	-1	-3	3	0.1	5
COc1ccc(N2CCN(C(=O)CCC(=O)c3cc(C)sc3C)CC2)cc1	-12	2	21	-16	-2	3	-3	-11	-2.2	-21
COCCNC(=O)CC(=O)N/N=C/c1ccc(C(=O)OC)cc1	3	0	-8	-4	0	3	-4	1	-4.9	-7
C/C(Cl)=C\Cn1c(Nc2ccccc2)nc2c1c(=O)n(C)c(=O)n2C	-6	-1	-13	5	/	4	-3	/	0.6	-13
Cc1cccc(Cl)c1NNC(=O)Nc1c([N+](=O)[O-])c(C)nn1C	-9	-6	17	7	3	-1	-2	-8	1.1	-2
CC1(c2nnc(-c3cccc(Cl)c3)o2)CC(c2ccc(OC(F)(F)F)cc2)=NO1 (centres undefined)	-5	0	-26	-15	5	2	/	-9	0.1	3
O=C(N/N=C/c1cccnc1)c1ccc(F)cc1	-5	2	7	7	5	0	-4	4	0.1	2
Cc1cc(Cl)ccc1N(CC(=O)NCCSCc1ccco1)S(C)(=O)=O	3	1	9	-8	-1	0	-1	-2	-0.1	-1
CCOc1ccc(NC(=O)CSc2nc(-c3cccs3)cc(C(F)(F)F)n2)c([N+](=O)[O-])c1	4	5	13	-4	1	3	3	1	-2.5	4
Nc1ccc(-c2ccc(N)cc2C(F)(F)F)c(C(F)(F)F)c1	2	-2	-9	-6	0	-3	-2	/	-0.6	-7
Cc1oc(-c2ccccc2F)nc1CS(=O)CC(=O)NCCN1CCCCC1C (centres undefined)	-5	7	-42	-10	0	0	11	1	0.3	1
COC(=O)C1=C(C)N(C)C(=S)NC1c1ccc(OC)cc1OC (centres undefined)	3	-3	-2	1	-9	7	0	4	0.8	-19
CCOC(=O)C1=C(COC(=O)c2ccc(C)s2)NC(=O)NC1C (centres undefined)	-4	2	-13	1	-1	3	-1	5	1.8	-9
CCC1(O)C(=O)OCc2c1cc1n(c2=O)Cc2cc3cc(O)ccc3nc2-1 (centres undefined)	3	-3	-13	-2	-3	8	/	-69	0.2	10
Cc1cc2c(c(C)nn2-c2ccccc2)c(=O)o1	-6	-2	14	-21	/	1	1	-9	-0.4	-1
CCOc1ccc(CN(C)C(=O)CNC(=O)c2sc3ccccc3c2Cl)cc1	-7	-3	-7	-8	3	3	-2	/	1.4	-9
O=C(c1ccco1)N1CCN(C(=O)c2ccc(-c3ccc([N+](=O)[O-])cc3)o2)CC1	-12	-1	28	-8	5	11	1	-2	-2.4	-27
CC1CCCC(C)N1C(=O)CSc1ncccn1 (centres undefined)	5	4	/	-12	-1	-2	2	1	1.9	1
Following part
SMILES	dFosB act	V-ATPase pHluor	SR-BI DiI inh	PvdQ inh	Wnt bcat act	HTR5A ag	NSD2 inh	MITF TRPM1 HTS	CDK5 p35 inh	HTR5A inv ag
COc1ccc(NC(=O)CC(c2ccc(F)cc2)c2ccc(OC(C)C)cc2)cc1 (centres undefined)	?	-5	19	-5	-2	8	3	-10	-1.9	5
Cc1ccnc(N2C3CCC2CC(O)(c2ccccc2)C3)n1 (centres undefined)	-3	0	-10	-6	-1	3	-2	-2	-1.1	-8
CCN(C[C@H]1N[C@@](CC)(C(=O)OC)[C@H]2C(=O)N(Cc3ccccc3)C(=O)[C@@H]12)C(=O)COc1ccccc1	-2	2	-9	-5	-2	3	/	-3	1.1	-12
O=C(CSc1nnc(C2CC2)n1C1CC1)c1ccc(Br)s1	-10	1	17	-18	33*	-2	0	71	-0.1	21
Cc1ccc(N2CCN(CC(O)COc3ccc([N+](=O)[O-])cc3)CC2)cc1 (centres undefined)	-7	-6	-1	-7	0	2	14	-4	0.7	-6
CN(C)C/C=C/C(=O)Nc1cccc(-c2c[nH]c3ncnc(Oc4ccc(NC(=O)CC(=O)Nc5ccc(F)cc5)cc4F)c23)c1	-241	3	14	-8	/	2	/	-6	0.5	-10
Cc1ccc(NC(=O)C2C3CCCC2C3c2ccccc2)cc1 (centres undefined)	2	2	-10	9	/	-1	-2	26	0.1	3
O=C1NC(c2ccc(Br)cc2)Nc2sc3c(c21)CCC3 (centres undefined)	-10	-1	14	-10	8	7	4	-14	-1.1	-15
O=C(O)C1CCC(c2ccc(-c3ccccc3)cc2)CC1 (centres undefined)	-2	5	-5	5	3	6	-1	38	-0.5	-16
Cc1ccc(S(=O)(=O)N(CC(=O)N2CCC(C(N)=O)CC2)c2cccc(C(F)(F)F)c2)cc1	-9	0	-14	-8	/	1	0	0	1.1	-4
CCN(CC)C(=O)CSc1nc2ccc(NC(=O)CSc3nnc(COc4ccccc4C)n3C)cc2s1	-7	-4	62	-12	/	6	-2	-4	-1.2	-15
CCOCCCNC(=O)C(c1ccc(Cl)cc1)N1CCC2(CC1)OCCO2 (centres undefined)	-9	-2	-24	5	60*	2	-3	4	0.1	-4
CN(CC(=O)Nc1ccc(F)c(F)c1F)C(=O)c1ccc2c(c1)S(=O)(=O)N=C1CCCCCN12	-7	-4	-5	-14	0	4	1	2	2.0	-11
O=C(CCN1C(=O)c2ccccc2C1=O)OCN1C(=O)c2ccccc2C1=O	5	-4	-27	-5	/	2	0	5	-0.6	-25
O=C1c2c([N+](=O)[O-])cc([N+](=O)[O-])cc2S(=O)N1Cc1ccccc1 (centres undefined)	5	-2	-14	8	0	4	/	0	0.5	-10
CCOc1ccc(CN(C)C(=O)CNC(=O)c2ccc(Br)o2)cc1OC	-3	-1	-11	-5	-3	8	-6	-5	0.4	-23
COc1cc(C(=O)NC(=S)Nc2cccc(-c3cc4ccccc4oc3=O)c2)cc(OC)c1OC	7	-1	45	-2	/	-5	0	8	-0.7	13
CC(C)C[C@H](NC(=O)[C@@H]1Cc2c([nH]c3ccccc23)C2c3ccccc3C(=O)N21)C(=O)N1CCC[C@@H]1C(=O)O (some centres undefined)	-18	6	-19	-13	-1	0	/	-28	-2.8	16
O=C(NCCCO)C(=O)Nc1cc2c3c(c1)CCN3C(=O)CC2	4	-1	-5	-6	-3	-4	/	6	0.6	-6

Screening results: PubChem, several laboratories
